Nrf2 block: blocks Nrf2 signaling. A549 ARE-Fluc reporter, luciferase luminescence, 18-24 h. hit rate 2.1% among 360,000. AID 504444. Potency, µM (series often up to 46 µM), without a hit: at the highest dose activity change, negative = inhibition, usual class: inhibitors; also: potency is read from the fitted curve at half-maximal effect; % is scaled to controls: 0 for no effect and ±100 for the full control effect; nearly all actives have a fitted effect of over 60% in size
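Reporter: ARE-Fluc in A549. Exposure: 18-24 h, 37 °C, 5% CO2, 5% FBS OPTI-MEM. Readouts: fluorescent cytotoxicity (CellTiter-Fluor), then luminescent Nrf2 signal after BugLite.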
EPAC2 ag: EPAC2 (human) agonism; hit rate 0.079% among 360,000; Q8WZA2; EPAC2 activation, biochemical qHTS; response scale: 100% = 6.5 mM cAMP response; Potency, µM (doses to about 154 µM), for inactives: top-dose activation, most hits filed as activators; also: potency is read from the fitted curve at half-maximal effect; nearly all actives have a fitted effect of over 50% in size
Target sequence (Q8WZA2 whole entry, looked up): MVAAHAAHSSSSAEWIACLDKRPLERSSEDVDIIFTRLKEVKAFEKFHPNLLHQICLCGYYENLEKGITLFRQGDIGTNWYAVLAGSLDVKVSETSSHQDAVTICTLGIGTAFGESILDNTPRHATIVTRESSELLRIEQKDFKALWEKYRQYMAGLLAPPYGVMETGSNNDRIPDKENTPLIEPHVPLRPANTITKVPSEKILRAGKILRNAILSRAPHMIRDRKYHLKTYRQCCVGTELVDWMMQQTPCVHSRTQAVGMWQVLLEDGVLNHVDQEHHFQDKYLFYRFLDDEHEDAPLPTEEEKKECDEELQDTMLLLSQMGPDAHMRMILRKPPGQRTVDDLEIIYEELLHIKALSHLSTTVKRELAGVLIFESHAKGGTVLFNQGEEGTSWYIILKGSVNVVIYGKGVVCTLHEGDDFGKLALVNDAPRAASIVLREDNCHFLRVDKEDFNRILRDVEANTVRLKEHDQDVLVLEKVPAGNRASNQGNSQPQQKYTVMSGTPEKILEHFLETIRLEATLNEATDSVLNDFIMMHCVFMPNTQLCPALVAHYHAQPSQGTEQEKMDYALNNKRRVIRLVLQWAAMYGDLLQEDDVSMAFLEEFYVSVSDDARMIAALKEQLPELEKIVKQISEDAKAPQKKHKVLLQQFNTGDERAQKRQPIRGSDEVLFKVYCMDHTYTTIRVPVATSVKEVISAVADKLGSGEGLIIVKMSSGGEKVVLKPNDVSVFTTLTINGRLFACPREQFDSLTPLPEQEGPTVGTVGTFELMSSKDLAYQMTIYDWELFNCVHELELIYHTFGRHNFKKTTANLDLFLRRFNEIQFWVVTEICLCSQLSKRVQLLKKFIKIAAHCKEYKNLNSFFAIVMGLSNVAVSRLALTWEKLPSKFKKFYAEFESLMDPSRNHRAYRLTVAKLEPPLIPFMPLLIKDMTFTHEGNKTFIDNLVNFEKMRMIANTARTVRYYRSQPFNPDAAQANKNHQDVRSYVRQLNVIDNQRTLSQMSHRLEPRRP
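EPAC2 (100 nM) mixed with Rap1B loaded with BODIPY-GDP (250 nM) plus 50 uM unlabeled GDP; compounds pinned in, 5 min RT, then read every 5 min for 30 min (ex 480, em 540 nm). Normalized to cAMP control.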
EPAC2 antagonist: antagonists of human EPAC2; EPAC2 GEF exchange of Rap1B-BODIPY-GDP, fluorescence; Q8WZA2; Potency, µM (top dose mostly 114 µM), for inactives: top-dose activity, negative = inhibition, hits mostly inhibitors; hit rate 0.18% among 360,000; also: potency is read from the fitted curve at half-maximal effect; % is scaled to controls: 0 for no effect and ±100 for the full control effect; nearly all actives have a fitted effect of over 45% in size; many of its hits are not listed in these tables
TGFb SMAD3 inh: blocks TGF-b signaling | HepG2 CAGA-GFP TGF-b/SMAD3 reporter, GFP fluorescence, 18 h; TGF-beta stimulated, 500 pg/mL final | Potency, µM (doses to about 46.1 µM), for inactives: top-dose activity, negative = inhibition, actives largely listed as inhibitors | hit rate 1.2% among 410,000 | AID 588855; also: potency is read from the fitted curve at half-maximal effect; % is scaled to controls: 0 for no effect and ±100 for the full control effect; nearly all actives have a fitted effect of over 65% in size
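Inhibition of TGF-beta-driven CAGA-GFP reporter expression in HEPG2 cells is measured by cellular GFP fluorescence after 18 h stimulation with 500 pg/mL recombinant TGF-beta in 1% FBS medium at 37 degrees C.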
MmCpn inh: blocks the Methanococcus maripaludis chaperonin Mm-Cpn; Potency, µM (titrated, usually from 76.9 µM), for the others: top-dose activity, negative = inhibition, hits mostly inhibitors; hit rate 0.031% among 330,000; purified Mm-Cpn ATPase, ADP Transcreener TR-FRET; AID 504842; also: potency is read from the fitted curve at half-maximal effect; % is scaled to controls: 0 for no effect and ±100 for the full control effect; nearly all actives have a fitted effect of over 80% in size
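Inhibition of chaperonin ATP hydrolysis is measured as reduced ADP production, detected by competitive TR-FRET in which signal falls with ADP. Final enzyme 25 nM and ATP 10 uM, reacted 30 min at 37°C.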
pAkt inh: blocks phosphorylation of Akt; activity change, % for hits at 50 µM; hit rate 0.32% among 360,000; Neuro2A IGF-stimulated pAkt S473 HTRF, 20 min; hits give low values; in the data active = activity change below about -80%; inconclusive = mostly about -51% to -80%; also: % is scaled to controls: 0 for no effect and ±100 for the full control effect
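Neuro2A cells (4,500/well, DMEM with 0.5% FBS) were treated with compound at a single 50 µM final concentration, stimulated with 6 nM IGF for 20 min at 37 °C, and lysed. Phospho-Akt Ser473 was read by HTRF as 665/615 ratio ×10^4.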
Nrf2 ARE act: activates Nrf2 signaling. AREc32 ARE-luciferase reporter (MCF7-derived line), luminescence, 24 h. Potency, µM (highest dose often 46.1 µM), for inactives: at the highest dose activation, usual class: activators. hit rate 0.31% among 410,000. AID 624171; also: potency is read from the fitted curve at half-maximal effect; % of control where 0% means no effect; nearly all actives have a fitted effect of over 65% in size
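Steps: seed AREc32_Fluc cells (1000/well, 5% FBS OPTI-MEM); incubate overnight at 37 deg C; add 23 nL compound; incubate 24 hr; add Steady-Glo; hold 30 min RT; read luminescence.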
CCT chaperon mod: changes cytosolic chaperonin activity | purified chaperonin ATPase assay, HTRF ADP detection, 30 min | activity change, % (no concentration beside the values), hits read low | hit rate 0.3% among 360,000 | AID 651819; in the data active = activity change below about -30%; also: % is scaled to controls: 0 for no effect and ±100 for the full control effect
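ATPase activity: ADP formed was measured by HTRF Transcreener (665/615 nm ratio) after 30 min at 37 deg C with 10 uM ATP. Compounds screened at one 76 uM concentration against 40 or 20 nM TRiC in Tris pH 7.4/KCl/MgCl2/DTT buffer.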
A549 viability: kills or reduces viability of A549 cells in Nrf2 counter-screen; hit rate 0.16% among 390,000; Potency, µM (highest dose often 46 µM), for the others: top-dose activity change, negative = cytotoxicity, hits mostly inhibitors; A549 ARE-Fluc cells, CellTiter-Fluor viability, 18-24 h; also: potency is read from the fitted curve at half-maximal effect; % is scaled to controls: 0 for no effect and ±100 for the full control effect
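A549 ARE-Fluc cells in 5% FBS OPTI-MEM, 5000 cells/well, rested 2 h then exposed to compounds in concentration-response for 18-24 h at 37 °C. Viability by CellTiter-Fluor fluorescence (Ex 405/Em 525) after 30 min; luciferase luminescence (BugLite, 15 min, RT) read afterwards.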
* hit, by the source's call; i = inactive; u = inconclusive; x = not tested or not shown; & = joins results of further samples; [ ] = another dose, or the depositor's remark. Unless noted, calls follow the shape of the dose curve; as a rule, active = well fitted curve in the direction sought with a large enough effect; inconclusive = small, poorly fitted or top-dose-only effect, or another doubt; inactive = no such curve, though single readings can be large; an effect the other way counts as inactive or inconclusive.

Screens in order – Nrf2 block	EPAC2 ag	EPAC2 antagonist	TGFb SMAD3 inh	MmCpn inh	pAkt inh	Nrf2 ARE act	CCT chaperon mod	A549 viability
- COCCn1c(SCC(=O)N2CCCC2)nnc1-c1ccco1
  3.3%	-4.5%	3.7%	5.5%	1.1%	i	-0.9%	1.6	0.4%
- O=C(NC1CCCC1)C1CC(=O)N(c2ccccc2)C1 (stereo not given)
  15.0%	6.0%	0.0%	0.3%	-0.4%	i	0.1%	-1.8	2.6%
- Cc1sc(NC(=O)C2CCCC2)c(C#N)c1C
  0.4%	5.0%	-4.6%	u	0.2%	i	19.6%	-1.7	-1.1%
- Cn1nnnc1SCC(=O)Nc1ccccc1C(=O)NCc1ccccc1
  u	8.6%	14.1%	22.4%	0.9%	i	-0.3%	0.8	-0.7%
- CCN(CC)C(=O)[C@H]1CC(CC(=O)NCCC2=CCCCC2)C(=O)N2CCc3c([nH]c4ccccc34)[C@]12C (stereo not given in full)
  -15.0%	6.6%	3.4%	u	1.3%	i	7.1%	-0.4	-1.7%
- CC(=O)NCCNc1nc2cc(-c3ccccc3C)sc2c(=O)n1C
  x	3.1%	-28.1%	22.2%	x	i	11.8%	-4.8	x
- Cn1nnnc1NCc1cccc(Cl)c1Cl
  -8.9%	2.8%	-5.8%	-0.6%	-5.4%	i	-0.1%	1.6	-15.4%
- Cc1ccccc1OCCCn1c(=O)sc2ccccc21
  u	6.9%	-3.6%	22.1%	-3.6%	i	9.2%	-3.0	2.2%
- Cc1cc(O)cc(O)c1C(=O)Cc1ccccc1
  3.5%	1.7%	-8.3%	-23.3%	1.2%	i	7.8%	-0.2	7.9%
- COc1ccc(Cn2cc([N+](=O)[O-])nc2C)cc1[N+](=O)[O-]
  1.6%	u	5.4%	6.5%	1.1%	i	0.4%	2.1	-1.2%
- CNS(=O)(=O)c1ccc(NC(=O)Nc2ccc3c(c2)OCO3)cc1
  1.1%	5.0%	7.1%	-4.1%	-4.7%	i	-0.3%	-2.9	-11.5%
- CCOC(=O)c1sc(NC(=O)CSc2nnnn2-c2ccccc2)c(C(=O)OCC)c1C
  3.1%	11.1%	-1.6%	-3.0%	0.6%	u	0.5%	-0.7	-1.2%
- CCC(=O)NC(c1ccccc1)c1c(OC(C)=O)ccc2ccccc12 (stereo not given)
  4.5%	0.4%	u	6.3%	1.1%	i	-0.3%	-1.8	5.5%
- COc1ccccc1N1CCN(S(=O)(=O)CCNC(=O)CC2CCCCC2)CC1
  u	-0.3%	19.7%	u	0.8%	i	-0.7%	0.9	-5.7%
- Cc1ccc(-n2nc3c(=O)n(C(C)C(=O)NCc4ccco4)nc(C)c3c2C)cc1 (stereo not given)
  -1.6%&-27.2%	0.5%	-0.1%	-14.6%&-0.6%	-1.4%	i	4.4%&3.8%	1.0	8.2%&-2.1%
- CCOC(=O)c1cc2sccc2n1CC(=O)Nc1ccc(OC)c(OC)c1
  2.5%	-14.2%	-0.6%	-4.4%	-5.9%	x	-1.6%	-0.7	-4.1%
- OCC1(Cc2cccc(F)c2)CCN(Cc2ccc3cccc(F)c3n2)CC1
  14.9%	0.1%	-2.8%	-23.4%	0.6%	i	7.4%	-3.4	-3.6%
- Cc1ccc(NC(=O)C2CCN(S(C)(=O)=O)CC2)cc1C
  -0.9%	4.4%	-2.1%	1.7%	-3.0%	i	0.2%	-2.4	-2.8%
- CN(CCNS(=O)(=O)c1ccc2c(c1)oc(=O)n2C)Cc1ccccc1
  -7.9%	8.5%	4.9%	0.3%	-0.8%	i	-1.3%	-1.3	0.4%
- COC(=O)c1ccc2cn[nH]c2c1
  x	3.2%	-14.0%	6.6%	x	i	-0.2%	1.8	x
- CCOC(=O)CN1CCC(c2cc(-c3ccc(Cl)cc3)n[nH]2)CC1
  1.3%	-4.3%	-0.9%	u	-1.2%	i	0.2%	1.4	1.5%
- CC1(C)Cc2cccc(OCC(N)=O)c2O1
  x	-9.5%	0.7%	-12.5%	-1.0%	i	-0.7%	-0.4	0.1%
- COc1ccc(/C=C(/NC(=O)c2ccccc2)C(=O)N/N=C/c2ccncc2)c(OC)c1
  15.8%	-1.6%	-5.7%	4.1%	-0.8%	i	-0.6%	0.2	2.7%
- Cc1ccccc1Nc1nccc(N(C)C)c1C#N
  3.9%	0.4%	3.0%	4.8%	-2.5%	i	-0.1%	0.0	-8.9%
- COCCNC(=S)Nc1cc2oc3ccccc3c2cc1OC
  0.9%	1.1%	-6.1%	16.6%	0.0%	i	4.2%	-2.8	10.8%
- Cc1ccccc1CN1C(=O)c2ccccc2S(=O)(=O)c2ccc(C(=O)OCC3CCCO3)cc21 (stereo not given)
  -12.6%	x	x	-12.5%	x	x	2.2%	x	-15.4%
- Cc1cccc(N2C(=O)CCSC23C(=O)N(Cc2ccc(F)cc2)c2ccccc23)c1 (stereo not given)
  u	x	x	u	x	x	5.2%	x	-17.2%
- CCN1CCCC(OC(=O)c2cc(-c3ccccc3Cl)nc3ccccc23)C1 (stereo not given)
  4.8%	9.6%	-15.7%	u	0.5%	i	3.2%	0.8	-1.9%
- Cc1ccc(Sc2ncccc2COC(=O)Nc2ccccc2)cc1
  u	9.3%	-9.9%	0.2%	3.1%	i	1.9%	-7.4	-4.7%
- C/C(=N/NC(=O)c1cccs1)c1cccc(N)c1
  u	-0.7%	-7.7%	-3.2%	-2.7%	i	6.0%	1.3	-0.4%
- O=C(Nc1nccs1)c1cc2sccc2n1Cc1ccc(Cl)cc1
  u	8.2%	12.9%	2.3%	-3.1%	i	-0.3%	-1.1	-2.7%
- CCC(=O)Nc1ccc(NC(=O)CSc2nnnn2C2CCCC2)cc1C
  29.3%	-1.9%	2.6%	-5.7%	-0.7%	i	0.0%	1.8	-8.9%
- O=C(c1ccccc1)N1CCN(C(=O)N2CCCCC2)CC1
  -1.8%	1.1%	-0.4%	-5.7%	1.6%	i	-0.2%	-5.7	-9.0%
- Cc1cc(C(=O)CSc2nnnn2-c2ccccc2)c(C)n1CCc1ccccc1
  2.9%	1.7%	-0.7%	3.0%	-2.0%	i	-0.5%	0.9	-2.7%
- O=C(Nc1ccnn1C1CCN(C2CCCCC2)CC1)c1cccc(F)c1
  0.0%	8.4%	0.5%	-0.8%	2.6%	i	-0.6%	-2.0	-1.4%
- Cc1cnccc1CNC(=O)CC1C(=O)NCCN1CC(C)(C)C (stereo not given)
  -7.3%	4.3%	2.8%	-0.7%	0.3%	i	0.3%	-17.5	0.6%
- CCn1nnc(NC(=O)c2cccnc2Cl)n1
  3.0%	8.7%	-1.6%	-1.4%	-0.8%	i	-0.4%	-1.3	-9.1%
- COc1ccc(NC(=O)CSCC(=O)Nc2cc(Cl)ccc2N2CCOCC2)cc1
  11.8%	7.9%	-7.8%	-12.1%	-0.3%	i	2.3%	-1.6	2.3%
- CC(NC(=O)CN(c1cccc(C(F)(F)F)c1)S(C)(=O)=O)c1ccccc1 (stereo not given)
  -9.3%	0.8%	-3.1%	-18.1%	1.9%	i	0.4%	-1.2	7.7%
- CCn1cc(CN2CCN(CCC(C)C)C(CCO)C2)c2ccccc21 (stereo not given)
  8.1%	-0.1%	-3.3%	-15.7%	0.3%	i	-0.1%	-2.7	1.4%
- Cc1cc(S(=O)(=O)N2CCCCC2CCNC(=O)C(=O)NCC2CCCO2)ccc1F (stereo not given)
  -21.4%	12.4%	1.8%	1.7%	1.1%	i	0.6%	3.6	-8.6%
- Cc1ccc(S(=O)(=O)NCC(=O)OCC(=O)Nc2ncc(Cl)cc2Cl)cc1
  x	5.9%	-7.2%	10.6%	0.4%	i	-0.3%	-0.4	11.0%
- CCN(CC)CCN1CCN(c2cncc(-c3ccc4ccccc4c3)n2)CC1
  x	2.3%	-6.9%	u	x	i	-1.4%[9.22 µM]	-0.2	x
- COc1cc(/C=N/N=C/c2cc(OC)c(O)c(OC)c2)cc(OC)c1O
  -5.1%	6.7%	-4.6%	-16.7%	-1.5%	i	0.8%	-4.4	-0.1%
- CC(C)(CC(=O)O)CC(=O)N1CCCN(c2nc3ccc(Cl)cc3s2)CC1
  -4.4%	10.3%	-9.8%	12.1%	0.9%	i	-0.4%	-0.9	3.4%
- CSc1ccc(CNC(=O)Cn2c(-c3cccs3)cc3cc(F)ccc32)cc1
  -17.4%	x	x	-9.3%	x	x	15.8%	x	-8.4%
- O=C(c1ccco1)N1CCN(c2ccc(S(=O)(=O)N3CCCC3)cc2)CC1
  2.8%	6.5%	14.8%	u	1.1%	i	2.8%	0.1	-9.9%[1.84 µM]
- COc1cc(/C=C/C(=O)Nc2cccc(S(=O)(=O)NC3=NCCCCC3)c2)ccc1OCC#N
  -24.4%	9.4%	16.0%	-6.9%	1.4%	i	4.0%	0.1	0.3%

Assay outcomes deposited in PubChem BioAssay by National Center for Advancing Translational Sciences (NCATS).

The list is partial; count on the stated rates, not on these rows.
